# Diaphorase act: counter-screen for diaphorase-based assays: diaphorase activators and chemical reducers | Diaphorase/resazurin coupled assay, resorufin fluorescence, 16 min; active compounds read high; 1 = vehicle wells, 0 = NADH-free wells | activation factor at 20 µM | hit rate 0.005% among 190,000 | AID 1229;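 active = diaphorase activity raised at least twofold by the compound at 20 µM; inactive = activation factor below 2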
#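 Measured by – red resorufin fluorescence at 544/590 nm excitation/emission · Test system – Clostridium kluyveri diaphorase, purified enzyme · Incubation – reaction time 16 min, room temperature · Buffer or medium – 50 mM HEPES pH 7.4 with 4.542 mM MgCl2, 0.005% Tween 20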
# G6PDH CS: inhibits Leuconostoc G6PDH, flagging false hits in G6PDH-based assays; Purified L. mesenteroides G6PDH, diaphorase/resazurin coupled fluorescence, 45 min; hit rate 0.12% among 200,000; inhibition, % at 5 µM; in the data active = inhibition above about 50%
# FLuc inhib CS: Photinus pyralis luciferase inhibition counter-screen; P08659; inhibition, % at 10 µM; hit rate 1.5% among 200,000; ATPLite firefly luciferase biochemical luminescence, 10 min;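 active = inhibition above about 50% when tested at 10 µM, limit read from the data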
# FLuc stim CS: affects firefly luciferase, flagging false hits in luciferase stimulation screens | 200,000 tested, under 10 active | P08659 | activation factor at 10 µM | ATPlite luciferase biochemical, luminescence, 10 min; 0 = ATP-free wells, 1 = DMSO control | AID 1027;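 active = luciferase activation factor, scaled between plate controls, of at least 2 with compound at 10 µM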
#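 System: Luciferase/luciferin detection reagent, cell-free biochemical luciferase assay | Medium: PBS buffer for ATP | Dosing: Test compounds dosed from 2 mM stocks in 100% DMSO | Timing: 10 min at ambient temperature | Signal: Luminescence measurement of luciferase light output | Evaluation: Luciferase activation, seen as luminescence increase over controls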
# Diaph inh CS: diaphorase inhibition or chemical oxidation counter-screen | diaphorase resazurin-to-resorufin fluorescence, NADH, 16 min; bacterial (C. kluyveri) enzyme, not human | inhibition, % at 20 µM | hit rate 0.69% among 190,000;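 active = primary screen inhibition at 20 µM above a set limit, cut at about 50% in these data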;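 note: plate controls were DMSO with full reaction for no effect and wells lacking NADH for full effect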
#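 material = Clostridium kluyveri diaphorase enzyme | amount = 0.14 U/mL diaphorase, enzyme working solution | schedule = incubation 16 min, room temperature | detection = fluorescence of resorufin formed from resazurin, Ex 544/Em 590 nm | benchmarks = positive control minus NADH, DMSO neutral control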
# APP transl inh: APP translation inhibition. SH-SY5Y APP 5'UTR-luciferase reporter, luminescence. inhibition, % at 2 µM. hit rate 0.82% among 190,000. AID 1285;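 active = inhibition above a set limit, derived from the sample mean plus 3 SD, cut at about 45% in these data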; note: values of inactives mirror those of a sister screen read the other way
# TLR4 MyD88 comp: TLR4-MyD88 interaction inhibition in cells | O00206+Q99836 | HeLa CL3-4 TLR4/MyD88 BLA complementation, FRET ratio | inhibition, % at 8.4 µM | hit rate 0.18% among 200,000; in the data active = inhibition above about 25%;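 note: 0% = vehicle and 100% = reference inhibitor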
# Target sequence (O00206 whole entry, looked up): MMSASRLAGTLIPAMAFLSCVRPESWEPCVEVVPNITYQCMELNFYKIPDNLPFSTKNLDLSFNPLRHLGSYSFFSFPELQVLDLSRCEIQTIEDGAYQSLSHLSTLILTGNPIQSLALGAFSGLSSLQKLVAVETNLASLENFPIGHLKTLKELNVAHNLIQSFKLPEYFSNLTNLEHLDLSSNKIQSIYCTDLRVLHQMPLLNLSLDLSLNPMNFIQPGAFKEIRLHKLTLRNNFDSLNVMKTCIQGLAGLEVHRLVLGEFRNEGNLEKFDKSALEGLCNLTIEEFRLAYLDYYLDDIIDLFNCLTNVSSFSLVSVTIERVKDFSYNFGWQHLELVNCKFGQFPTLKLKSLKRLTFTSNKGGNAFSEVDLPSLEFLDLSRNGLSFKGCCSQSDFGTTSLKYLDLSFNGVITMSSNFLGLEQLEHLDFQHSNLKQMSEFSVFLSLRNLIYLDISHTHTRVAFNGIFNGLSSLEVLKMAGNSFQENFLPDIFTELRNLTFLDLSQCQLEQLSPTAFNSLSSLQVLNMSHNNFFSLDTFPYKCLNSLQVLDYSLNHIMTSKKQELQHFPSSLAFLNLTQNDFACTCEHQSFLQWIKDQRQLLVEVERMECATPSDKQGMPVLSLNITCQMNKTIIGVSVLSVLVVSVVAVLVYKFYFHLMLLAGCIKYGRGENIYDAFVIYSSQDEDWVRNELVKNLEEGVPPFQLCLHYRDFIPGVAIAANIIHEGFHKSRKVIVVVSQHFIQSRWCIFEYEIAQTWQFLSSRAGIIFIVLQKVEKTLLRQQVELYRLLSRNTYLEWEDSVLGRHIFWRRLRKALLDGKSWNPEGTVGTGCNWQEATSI
# Target sequence (Q99836 whole entry, looked up): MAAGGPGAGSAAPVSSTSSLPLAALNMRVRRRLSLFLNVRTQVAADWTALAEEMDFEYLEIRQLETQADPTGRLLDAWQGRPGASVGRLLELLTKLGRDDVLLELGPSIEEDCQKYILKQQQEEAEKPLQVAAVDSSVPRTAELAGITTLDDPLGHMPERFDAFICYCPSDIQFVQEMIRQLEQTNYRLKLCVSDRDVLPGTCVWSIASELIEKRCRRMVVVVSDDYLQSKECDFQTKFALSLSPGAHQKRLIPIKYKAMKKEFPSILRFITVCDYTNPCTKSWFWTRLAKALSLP
# STAT1 act: increases IFN-gamma driven STAT1 reporter signal; hit rate 2.6% among 200,000; NIH 3T3 STAT1-luciferase reporter, luminescence; 100% = IFN-gamma alone, no compound; activation (% of control), % at 5.5 µM;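 active = activation above the screen-wide mean activation plus 3 SD, cut at about 130% in these data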;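 note: raw ratio to IFN-gamma control signal so 100% means no change and 0% no light; values of inactives mirror those of a sister screen read the other way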
# NF-kB neuron act: raises NF-kB expression in human neuronal cells; hit rate 1.6% among 190,000; NF-kB reporter expression; active compounds read high; fold change at 12.5 µM; in the data active = fold change above about 3.3
# APP 5'UTR act: APP 5'UTR luciferase reporter activation. SH-SY5Y APP 5'UTR luciferase reporter, luminescence; zero percent = DMSO vehicle wells. activation, % at 2 µM. hit rate 1% among 190,000. AID 1276;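 active = activation above a set limit, based on mean plus 3 SD of controls, cut at about 140% in these data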; note: values of inactives mirror those of a sister screen read the other way
# The depositor's hits bear a star; nt = not tested or not shown.
SMILES | Diaphorase act | G6PDH CS | FLuc inhib CS | FLuc stim CS | Diaph inh CS | APP transl inh | TLR4 MyD88 comp | STAT1 act | NF-kB neuron act | APP 5'UTR act
Cc1c(CN2CCCCC2)c(O)n(CCO)c(=O)c1C#N | 0.8 | 34 | -2 | 1 | 22 | -10 | -2 | 102 | 1.1 | 10
C=CCn1c(=O)c2ccccc2n2c(SCC(N)=O)nnc12 | 1 | -1 | -5 | 1.1 | 0 | 4 | -4 | 111 | 0.91 | -4
CN1CCN(/C(=N\S(=O)(=O)c2ccc(F)cc2)c2ccccc2)CC1 | 1 | 9 | -4 | 1 | 2 | -2 | -5 | 97 | 1.1 | 2
COc1ccc(-c2cc(C(=O)Nc3ccccc3F)on2)cc1 | 1 | 1 | 1 | 1 | 1 | -24 | -4 | 127 | 1.8 | 25
O=C(C1CCC(CNc2nc(=S)[nH]c3ccccc23)CC1)N1CCN(c2ccccn2)CC1 (stereo not drawn) | 0.7 | 28 | -5 | 1.1 | 32 | 1 | -6 | 91 | 0.9 | -1
COc1ccc(-c2nnc(NC(=O)CSc3ccc(C)cc3)s2)cc1OC | 0.9 | 7 | -7 | 1.1 | 6 | -14 | -4 | 92 | 1.2 | 14
C[N+]1(CC(=O)OCCCc2ccccc2)CCCC1 | 1 | -2 | -1 | 1 | 5 | -8 | -11 | 98 | 1 | 8
Cn1cnnc1SCC(=O)N1N=C2/C(=C/c3ccco3)CCCC2C1c1ccco1 (stereo not drawn) | 1.1 | 10 | -3 | 1 | -6 | 0 | 0 | 90 | 1.1 | 0
CCN(CC)S(=O)(=O)c1cccc(C(=O)N[C@H](C(=O)OCC(N)=O)C(C)C)c1 | 0.9 | 1 | -7 | 1.1 | 6 | 9 | 6 | 102 | 1 | -9
COc1ccccc1CN1C(=O)C2CC=CCC2C1=O (stereo not drawn) | 0.9 | 1 | 1 | 1 | 9 | 1 | 4 | 102 | 1.2 | -1
Nc1c(C(O)(C(F)(F)F)C(F)(F)F)ccc2ccccc12 | 0.7 | 3 | -11 | 1.1 | 31 | 1 | -2 | 100 | 1.1 | -1
Cc1n[nH]c(C)c1CCC(=O)N/N=C/c1cccc([N+](=O)[O-])c1 | 1 | 0 | -7 | 1.1 | 4 | -5 | 7 | 106 | 1.1 | 5
Cc1nc2ccccc2n1CCc1nc2c3ccccc3nc(SCC#N)n2n1 | 0.9 | 8 | -7 | 1.1 | 11 | -6 | -11 | 98 | 1.1 | 7
COc1cccc(-c2nn3c(-c4cc(C)[nH]n4)nnc3s2)c1 | 0.9 | -4 | -2 | 1 | 9 | -7 | 12 | 115 | 0.91 | 7
CCC(C)c1ccc(NC(=O)CSc2nncn2N)cc1 (stereo not drawn) | 1 | -2 | 11 | 0.9 | -1 | 36 | 2 | 105 | 1.5 | -36
CCn1c(SCC(=O)N/N=C/c2c[nH]c3ccccc23)nnc1-c1ccc(C)cc1 | 0.9 | 6 | -1 | 1 | 8 | 0 | 0 | 91 | 0.88 | 0
O=c1cc2[nH]c3ccccc3c(=O)n2nc1-c1ccccc1 | 0.3 | 7 | 29 | 0.7 | 66* | -28 | 11 | 107 | 2.2 | 27
COC(=O)C(CC(C)C)NC(=O)C(Cc1ccccc1)NC(=O)C1CCCN1C(=O)OC(C)(C)C (stereo not drawn) | 0.9 | 6 | -6 | 1.1 | 7 | -5 | -9 | 105 | 0.98 | 5
CCCCC(=O)Nc1ccc(NC(=O)c2ccc([N+](=O)[O-])cc2)cc1OC | 1 | -2 | -3 | 1 | 4 | 16 | 5 | 101 | 0.96 | -16
C1=C(CCNCC2CCCCC2)CCCC1 | 1 | 1 | 0 | 1 | 2 | -1 | 3 | 92 | 1.2 | 1
CCOC(=O)c1c(C)nc2cc(C)ccn12 | 0.9 | 2 | -2 | 1 | 10 | -2 | 20 | 109 | 1.3 | 2
O=C1NCCCC1C(=O)N/N=C/c1ccccc1O (stereo not drawn) | 1 | -4 | -1 | 1 | -1 | -1 | -20 | 106 | 1.1 | 1
O=C(CSc1nnnn1-c1cccc2c1CCCC2)N1CCOCC1 | 0.9 | 11 | -1 | 1 | 14 | 0 | -4 | 102 | 1.4 | 0
CC(C)(CO)NCc1cccc(OCc2ccc(Cl)cc2)c1 | 1 | -6 | -3 | 1 | 2 | -12 | -6 | 89 | 1.4 | 12

# Next structures:
# Values run as follows: Diaphorase act, G6PDH CS, FLuc inhib CS, FLuc stim CS, Diaph inh CS, APP transl inh, TLR4 MyD88 comp, STAT1 act, NF-kB neuron act, APP 5'UTR act
CC(=O)N1Cc2ccccc2CC1C(=O)N1CCN(c2ccccc2)CC1 (stereo not drawn)
  1, 4, -5, 1.1, 3, -23, 1, 92, 0.92, 23
O=C(C(Cc1ccccc1)n1cccc1)N1CCCCCC1 (stereo not drawn)
  1, 5, 0, 1, 4, 6, -12, 107, 0.91, -6
CCN1CCN(c2nc(N)c([N+](=O)[O-])c(Nc3ccc(C)c(C)c3)n2)CC1
  1, -4, -8, 1.1, -2, -27, 2, 89, 1.4, 27
COc1cccc(C2NC(=O)NC(C)=C2C(=O)OCC2CCCO2)c1 (stereo not drawn)
  1.1, 6, -6, 1.1, -6, -17, 8, 98, 1.1, 17
COc1ccc(S(=O)(=O)N2CCN(Cc3ccc(Cl)cc3)CC2)cc1
  0.8, -9, -5, 1.1, 19, -3, -9, 90, 1.2, 3
Nc1c(C(=O)NCc2ccccc2)nnn1Cc1ccccc1
  0.8, -6, -2, 1, 16, -13, 11, 103, 1, 13
COc1ccc(C(C[N+](=O)[O-])c2c(-c3ccccc3)cc3ccccn23)cc1 (stereo not drawn)
  0.9, 36, 0, 1, 9, 1, -2, 112, 1.5, -1
CCCOc1nc(N)c(C#N)c(-c2ccccc2F)c1C#N
  0.8, 3, -2, 1, 15, 0, -10, 101, 1.1, 0
Cc1cc(NC(=O)c2cccnc2)ccc1NC(=O)c1ccco1
  1, 4, -8, 1.1, 2, -24, 13, 108, 1.2, 24
CC(C)OC(=O)CC12CN3CC(CC(=O)OC(C)C)(CN(C1)C(=O)c1ccccc1C3=O)C2=O
  0.8, 3, -6, 1.1, 19, -22, -2, 95, 1, 21
O=C(c1ccc(N2CCCC2)c([N+](=O)[O-])c1)N1CCN(c2ccccn2)CC1
  0.9, 5, -3, 1, 13, 10, 6, 99, 1.5, -10
Cc1ccc(C(C)C)c(Oc2nnnn2-c2ccccc2)c1
  1, 4, 0, 1, 2, 18, -22, 103, 1.2, -18
Cc1ccc(NC(=O)CSc2ncccn2)cc1F
  0.9, 1, -2, 1, 8, -12, 2, 97, 1.2, 12
O=C(NCc1ccncc1)C(=O)NCC(c1ccco1)N1CCN(c2ccccc2F)CC1 (stereo not drawn)
  0.9, 0, -4, 1, 7, 3, -9, 106, 0.99, -3
Cc1csc2nnc(N)n12
  1, 4, 0, 1, 4, -3, 8, 105, 1, 3

# As a working copy, part of the list above.
# Values run as follows: Diaphorase act, G6PDH CS, FLuc inhib CS, FLuc stim CS, Diaph inh CS, APP transl inh, TLR4 MyD88 comp, STAT1 act, NF-kB neuron act, APP 5'UTR act
CC(=O)N1Cc2ccccc2CC1C(=O)N1CCN(c2ccccc2)CC1 (stereo not drawn)
  1, 4, -5, 1.1, 3, -23, 1, 92, 0.92, 23
O=C(C(Cc1ccccc1)n1cccc1)N1CCCCCC1 (stereo not drawn)
  1, 5, 0, 1, 4, 6, -12, 107, 0.91, -6
CCN1CCN(c2nc(N)c([N+](=O)[O-])c(Nc3ccc(C)c(C)c3)n2)CC1
  1, -4, -8, 1.1, -2, -27, 2, 89, 1.4, 27
COc1cccc(C2NC(=O)NC(C)=C2C(=O)OCC2CCCO2)c1 (stereo not drawn)
  1.1, 6, -6, 1.1, -6, -17, 8, 98, 1.1, 17
COc1ccc(S(=O)(=O)N2CCN(Cc3ccc(Cl)cc3)CC2)cc1
  0.8, -9, -5, 1.1, 19, -3, -9, 90, 1.2, 3
Nc1c(C(=O)NCc2ccccc2)nnn1Cc1ccccc1
  0.8, -6, -2, 1, 16, -13, 11, 103, 1, 13
COc1ccc(C(C[N+](=O)[O-])c2c(-c3ccccc3)cc3ccccn23)cc1 (stereo not drawn)
  0.9, 36, 0, 1, 9, 1, -2, 112, 1.5, -1
CCCOc1nc(N)c(C#N)c(-c2ccccc2F)c1C#N
  0.8, 3, -2, 1, 15, 0, -10, 101, 1.1, 0

# (cont.)
# Values run as follows: Diaphorase act, G6PDH CS, FLuc inhib CS, FLuc stim CS, Diaph inh CS, APP transl inh, TLR4 MyD88 comp, STAT1 act, NF-kB neuron act, APP 5'UTR act
CCOc1cc(/C=C\[N+](=O)[O-])ccc1OCC(=O)Nc1ccccc1C
  1, -1, -4, 1, 5, 2, 16, 106, 2.3, -2
CC(C(=O)O)N1C(=O)C2C3CC(C2C1=O)C1C(c2ccccc2)c2sc(=O)[nH]c2SC31 (stereo not drawn)
  0.9, 6, -2, 1, 13, 0, -18, 103, 1.3, 0
CN(C)CCC1Sc2ccccc2Oc2ccccc21 (stereo not drawn)
  1, 5, -1, 1, 1, -4, -4, 94, 1.1, 4
Cc1noc(C)c1CSc1nnc2ccccn12
  0.9, 4, -5, 1.1, 13, -15, 12, 97, 1.1, 15
O=C(CSC1=NCCS1)NC(NC(=O)CSC1=NCCS1)c1ccccc1
  0.9, 4, -8, 1.1, 13, 2, 7, 97, 1.2, -2
O=C(Nc1ccccc1)O/N=C/c1ccccc1Cl
  1, 10, 38, 0.6, -3, 22, -5, 108, 1.5, -22
O=C(COc1ccc2ccccc2c1)N1CCN(C(=O)c2cccs2)CC1
  0.9, 0, 2, 1, 9, -22, -10, 84, 1.1, 22
CC(C)c1nc2oc3c(N4CCN(C)CC4)ncnc3c2c2c1CCC2
  0.8, 10, -7, 1.1, 18, nt, nt, nt, nt, nt
CCOC(=O)CSc1nnc(NCC(=O)OC(C)C)c(=O)[nH]1
  0.8, 2, -4, 1, 16, -6, -3, 92, 1.3, 6
O=C1C2C3C=CC(C3)C2C(=O)N1CNc1ccccc1 (stereo not drawn)
  1, -2, -7, 1.1, 5, 19, 0, 94, 1.4, -19
COc1ccc(-n2nnnc2SCC(=O)Nc2cccc(C)n2)cc1OC
  1, 0, 0, 1, -2, -7, 11, 101, 0.87, 7
CCOc1ccc(CNc2ccc(CNc3ncn[nH]3)cc2)cc1
  0.9, -1, -3, 1, 11, 6, 3, 102, 1.1, -6
COc1ccc(NC(=O)CN(c2ccc(C)cc2)S(=O)(=O)c2c(C)nn(C)c2C)cc1OC
  0.9, 4, -5, 1, 11, -3, 6, 101, 0.96, 3
Cc1nn(CC(=O)O)c(=O)c2ccccc12
  0.9, 0, -2, 1, 13, 0, 6, 103, 1.1, 0
COc1ccc(CN2CCN(c3cc(C)nc4c5c(C)cc(C)nc5nn34)CC2)cc1F
  1, 17, -10, 1.1, -2, nt, nt, nt, nt, nt
COc1ccc(CNC(=O)Cn2nc(C(F)(F)F)cc2C)cc1
  1, 1, -3, 1, 1, 10, -3, 104, 1.2, -10
Cc1cccc(NC(=O)NCc2ccc3[nH]c(C)cc3c2)c1
  0.8, 3, 2, 1, 24, -48, 1, 110, 1.4, 48
COc1ccc(NC(=S)Nc2ccc(S(N)(=O)=O)cc2)c(C)c1
  0.9, 5, 1, 1, 8, -9, -9, 104, 1, 9

# Screening results deposited in PubChem BioAssay by several laboratories.
